PRMT1 inh: blocks human protein arginine methyltransferase 1. Q99873. recombinant PRMT1, activity-based probe fluorescence polarization. inhibition, % at 2.79 µM. hit rate 1.3% among 370,000. AID 652257;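 active means inhibition above about 21% made by adding two undisclosed values, limit read from the data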
UHRF1 MBD2 ctr: human UHRF1 methylated DNA binding inhibitors; UHRF1 binding to methylated oligo, TR-FRET; inhibition, % at 4.4 µM; hit rate 0.75% among 370,000; AID 687016; in the data active means inhibition above about 21%;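 further: UHRF1 SRA domain binding a hemimethylated CpG hairpin DNA probe; 0% = median of test compound wells and 100% = reference inhibitor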
LEDGF integ inh: blocks HIV-1 LEDGF/p75-dependent DNA integration; TR-FRET IN-LEDGF/p75 DNA integration, Eu/Cy5; inhibition, % at 3.7 µM; hit rate 0.64% among 370,000; AID 743269;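 active means inhibition above the screen-wide mean plus 3 SD, cut at about 13% in these data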;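 further: signal is the Cy5 over europium emission ratio at 671 and 618 nm; 0% = plate median of compound wells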
HTRA1 inh: HTRA1 (human) protease inhibition | Q92743 | recombinant HTRA1, FP-rhodamine activity-based probe, fluorescence polarization | inhibition, % at 5.96 µM | hit rate 0.5% among 340,000 | AID 504803; in the data active means inhibition above about 36%;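 further: 0% = enzyme with DMSO and 100% = wells lacking enzyme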
MBD2 inh: blocks human MBD2 binding to methylated DNA; hit rate 0.31% among 370,000; AID 686964; TR-FRET, MBD2 binding to methylated oligonucleotide; inhibition, % at 4.4 µM; in the data active means inhibition above about 13%
Target sequence (Q9UBB5 whole entry, looked up): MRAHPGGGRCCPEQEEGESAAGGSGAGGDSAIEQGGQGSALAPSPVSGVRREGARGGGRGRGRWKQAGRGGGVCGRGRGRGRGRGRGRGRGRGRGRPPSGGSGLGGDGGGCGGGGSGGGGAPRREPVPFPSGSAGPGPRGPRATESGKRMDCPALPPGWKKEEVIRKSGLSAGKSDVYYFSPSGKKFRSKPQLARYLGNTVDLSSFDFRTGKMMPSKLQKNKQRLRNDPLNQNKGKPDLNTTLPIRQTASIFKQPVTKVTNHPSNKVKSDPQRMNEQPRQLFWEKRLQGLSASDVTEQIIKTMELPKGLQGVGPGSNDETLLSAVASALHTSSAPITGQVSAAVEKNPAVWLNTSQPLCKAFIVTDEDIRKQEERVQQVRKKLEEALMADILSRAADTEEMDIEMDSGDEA
Rev-erbA mod: modulators of human Rev-erb alpha DNA binding | hit rate 0.79% among 370,000 | P20393 | AID 1259318 | Rev-erbα–FITC-DNA binding, fluorescence polarization, 90 min | activity, % at 10 µM;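 active means activity above about 14%, limit read from the data; passing the limit was not always enough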;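 further: 0% = DMSO wells with 35 nM protein and 100% = DMSO wells with 750 nM protein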
Target sequence (P20393 whole entry, looked up): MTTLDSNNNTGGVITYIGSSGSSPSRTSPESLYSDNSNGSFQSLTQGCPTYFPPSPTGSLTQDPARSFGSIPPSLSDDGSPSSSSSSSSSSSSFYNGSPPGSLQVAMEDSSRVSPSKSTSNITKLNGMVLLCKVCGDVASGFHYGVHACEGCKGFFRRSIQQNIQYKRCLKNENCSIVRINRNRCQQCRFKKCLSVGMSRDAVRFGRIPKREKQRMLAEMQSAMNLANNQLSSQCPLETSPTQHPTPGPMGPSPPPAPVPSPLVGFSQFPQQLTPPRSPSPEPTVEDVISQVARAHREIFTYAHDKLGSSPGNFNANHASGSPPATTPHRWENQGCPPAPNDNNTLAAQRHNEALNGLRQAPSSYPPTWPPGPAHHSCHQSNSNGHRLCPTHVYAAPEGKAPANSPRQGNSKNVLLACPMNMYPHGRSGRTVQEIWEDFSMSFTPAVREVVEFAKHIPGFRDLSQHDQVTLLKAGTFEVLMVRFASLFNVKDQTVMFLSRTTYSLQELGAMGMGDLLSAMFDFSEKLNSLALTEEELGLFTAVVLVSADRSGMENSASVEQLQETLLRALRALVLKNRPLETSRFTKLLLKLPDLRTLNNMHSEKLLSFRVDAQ
ABHD4 inh: ABHD4 (mouse) inhibition, primary FP screen; purified mABHD4, FP-Rh probe fluorescence polarization; hit rate 0.54% among 370,000; AID 720543; inhibition, % at 8.92 µM;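 active means inhibition exceeding the mean over every tested compound plus 3 SD, cut at about 30% in these data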;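 further: 0% = plate median of compound wells and 100% = S159A mutant with DMSO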
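Doses – 8.92 µM, single dose · Material – wild-type mouse ABHD4 protein · Replication – single well per compound (singlicate) · Measure – percent inhibition of probe binding, normalized to plate controls · Schedule – 45 min compound pre-incubation plus 60 min probe step, 25 °C · Detection – fluorescence polarization with parallel and perpendicular emission, 525/598 nm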
rCAG RNA binder: molecules binding r(CAG) RNA repeats; inhibition, % at 3 µM; r(CAG) RNA repeat, TO-PRO-1 dye displacement fluorescence; hit rate 1.3% among 370,000;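 active means inhibition above the plate cutoff, the mean of all test compounds on that plate plus 3 SD, cut at about 35% in these data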;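 further: 0% = DMSO alone and 100% = 100 µM mitoxantrone as full dye displacement; higher means more dye released from RNA so lower well fluorescence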
PG9 Ab binder: binds the HIV-1 gp120 antibody PG9 | TR-FRET gp120-PG9 antibody binding | inhibition, % at 6.7 µM | hit rate 0.43% among 360,000 | AID 624416; in the data active means inhibition above about 8.5%
TCR CD3 inh: blocks the human TCR-CD3 interaction; inhibition, % at 9.4 µM; hit rate 0.37% among 360,000; TAMRA-labeled TCR probe fluorescence, biochemical; in the data active means inhibition above about 19%;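 further: recombinant mutant TCR 2C K166C tagged with TAMRA read by polarization; 0% = receptor in buffer alone and 100% = receptor with positive control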
* = called active by the depositor; · = no result given.

| mol | PG9 Ab binder | TCR CD3 inh | HTRA1 inh | ABHD4 inh | Rev-erbA mod | UHRF1 MBD2 ctr | rCAG RNA binder | PRMT1 inh | LEDGF integ inh | MBD2 inh |
| --- | --- | --- | --- | --- | --- | --- | --- | --- | --- | --- |
| CCOC(=O)Cc1cnc(NC(=O)CSc2nc(C(C)C)cc(=O)[nH]2)s1 | -3.1 | 7 | 6 | -9 | 2 | 1 | 10 | -2 | -5 | 5 |
| COc1cc(NC(=O)CCN2CCOCC2)cc(OC)c1 | -0.8 | -2 | 6 | -6 | 7 | 1 | -1 | -2 | -1 | -6 |
| CCOC(=O)c1sc2nccc(N(C)C)c2c1N=CN(C)C | -0.7 | -6 | 1 | 5 | -5 | 2 | -5 | 1 | -3 | 3 |
| CN(Cc1ccccc1)C(=O)c1cccc(NC(=O)C2CCCN(C(=O)OC(C)(C)C)C2)c1 (configuration not stated) | 0.9 | 1 | -6 | 3 | 3 | 2 | -10 | -4 | 1 | 1 |
| CCOC(=O)CC(=O)CSc1nc(C)nc2c1oc1ccccc12 | -3.4 | -2 | -1 | 3 | -3 | -1 | 5 | 9 | 3 | 3 |
| Cc1c(O)c2ccccc2n(-c2ccccc2)c1=O | -1.3 | 4 | 6 | -5 | 4 | -2 | 0 | -6 | 1 | -1 |
| COc1ccccc1-c1nc(N)n[nH]1 | 0.7 | 6 | 2 | -1 | 2 | -1 | -7 | 1 | -2 | 1 |
| CCC(C)N(C(=O)c1csnn1)C(C(=O)NC1CCCC1)c1ccccc1F (configuration not stated) | -0.1 | 5 | -9 | 2 | -4 | 1 | 0 | -8 | 2 | -4 |
| Cc1nc(C(C)NC(=O)c2ccc(OC3CCN(Cc4ccccn4)CC3)cc2)c(C)s1 (configuration not stated) | -1.7 | 7 | 4 | 2 | -2 | -2 | -8 | 0 | 5 | 0 |
| Cc1nn(CC(=O)NC2CCCCC2)c(C)c1[N+](=O)[O-] | 0.2 | 0 | 3 | -4 | -4 | -1 | 4 | 1 | -8 | 6 |
| CC1CCC/C(=C\Nc2ccc3c(c2)OCO3)C1=O (configuration not stated) | -2.2 | 6 | 27 | 25 | -1 | -6 | 7 | 4 | 0 | -7 |
| CCCCn1c(N)c(N(CCOC)C(=O)c2cc(-c3ccc(F)cc3)nc3ccccc23)c(=O)[nH]c1=O | -1.2 | 2 | -5 | -2 | 8 | -2 | 1 | -3 | 4 | -4 |
| Cc1ccsc1C(=O)NNC(=O)C1CCCCC1C(=O)O (configuration not stated) | 0.2 | 2 | 1 | 7 | 1 | -3 | 0 | -4 | -1 | 0 |
| CCc1cccc2c(C(=S)N3CCCC3)c[nH]c12 | -0.1 | 1 | -3 | -3 | 0 | -4 | 3 | -2 | 1 | -4 |
| CC(Oc1ccccc1)C(=O)NC1=NCCS1 (configuration not stated) | 0.2 | 2 | 3 | -2 | -5 | -1 | -1 | 1 | 4 | 3 |

One compound at a time, from the list above. Order of screens: PG9 Ab binder, TCR CD3 inh, HTRA1 inh, ABHD4 inh, Rev-erbA mod, UHRF1 MBD2 ctr, rCAG RNA binder, PRMT1 inh, LEDGF integ inh, MBD2 inh
`Cc1ccsc1C(=O)NNC(=O)C1CCCCC1C(=O)O` (configuration not stated) as listed: 0.2, 2, 1, 7, 1, -3, 0, -4, -1, 0
`CC(Oc1ccccc1)C(=O)NC1=NCCS1` (configuration not stated) as listed: 0.2, 2, 3, -2, -5, -1, -1, 1, 4, 3

In the list so far, these have an aryl thioether with sulfur outside any ring:
| mol | PG9 Ab binder | TCR CD3 inh | HTRA1 inh | ABHD4 inh | Rev-erbA mod | UHRF1 MBD2 ctr | rCAG RNA binder | PRMT1 inh | LEDGF integ inh | MBD2 inh |
| --- | --- | --- | --- | --- | --- | --- | --- | --- | --- | --- |
| CCOC(=O)Cc1cnc(NC(=O)CSc2nc(C(C)C)cc(=O)[nH]2)s1 | -3.1 | 7 | 6 | -9 | 2 | 1 | 10 | -2 | -5 | 5 |
| CCOC(=O)CC(=O)CSc1nc(C)nc2c1oc1ccccc12 | -3.4 | -2 | -1 | 3 | -3 | -1 | 5 | 9 | 3 | 3 |

Next entries follow:
| mol | PG9 Ab binder | TCR CD3 inh | HTRA1 inh | ABHD4 inh | Rev-erbA mod | UHRF1 MBD2 ctr | rCAG RNA binder | PRMT1 inh | LEDGF integ inh | MBD2 inh |
| --- | --- | --- | --- | --- | --- | --- | --- | --- | --- | --- |
| O=C(NC1CCCCCCC1)c1c(Cl)cccc1Cl | -1.8 | -4 | 0 | 1 | 0 | 5 | 0 | 2 | -5 | 7 |
| O=C(N/N=C/c1ccc(OC(F)F)cc1)C1=COCCO1 | -2.3 | 4 | 1 | -1 | -4 | 0 | 1 | -1 | -4 | 1 |
| CCN(CC)c1ccc(C=NCCc2ccc(S(N)(=O)=O)cc2)cc1 | 0.4 | 4 | -9 | -3 | 7 | 2 | 1 | 2 | -6 | 4 |
| COc1cc2ccccc2cc1C(=O)N(CCN(C)C)c1nc2ccc(Br)cc2s1 | 1.0 | 6 | -26 | 4 | 5 | -2 | 4 | 1 | -3 | -3 |
| Cn1c(=O)n(CC(=O)OCc2ccccc2)c(=O)c2c1nc1n2CCCN1C1CCCCC1 | -1.2 | 5 | 2 | -3 | 3 | 1 | -4 | 1 | -2 | 1 |
| C#Cc1cccc(Nc2nc(NCc3ccccc3)nc3ccsc23)c1 | -0.1 | 0 | · | -3 | -1 | 7 | 6 | 0 | 0 | 2 |
| O=C(NC1CC1)c1ccc2snnc2c1 | -1.0 | -2 | -2 | 7 | 2 | 4 | 3 | 0 | 0 | 1 |
| COc1cc(/C=N/Nc2nc(C)cc(=O)[nH]2)ccc1O | -4.0 | 1 | 5 | -3 | -6 | -1 | 3 | -2 | -3 | 2 |
| O=C(CSc1ccccc1)NNC(=O)c1ccccc1O | -1.3 | 19* | 35 | 9 | 1 | 4 | 2 | 3 | -13 | 5 |
| CCCNC(=S)NC1CC2CCCC(C1)N2CC(C)C (configuration not stated) | 0.4 | 3 | 5 | -1 | 2 | -1 | 0 | 1 | 0 | 1 |
| O=C1C(O)CCN1C1CCCCC1 (configuration not stated) | 0.1 | -4 | 3 | 4 | -6 | 0 | -2 | 1 | -4 | 4 |
| O=C(Oc1cccc(OC(=O)c2ccco2)c1)c1ccco1 | 0.1 | -8 | 10 | 3 | 1 | -2 | -5 | 1 | 1 | -7 |
| CC(C)CNC(=O)/C(C#N)=C1\N=C(NC(=O)c2ccco2)c2ccccc21 | -1.7 | -6 | -2 | 3 | -1 | -4 | 0 | 2 | -2 | -4 |
| COc1ccc(-c2nnn(CC(=O)N(C3CCCCC3)C(C)C(=O)NC3CCCC3)n2)cc1OC (configuration not stated) | -2.0 | 5 | -2 | 1 | 2 | -2 | -7 | -1 | 3 | 0 |
| CC1(c2nnc(-c3ccc(F)cc3)o2)CC(c2ccc(Cl)cc2)=NO1 (configuration not stated) | 0.3 | -6 | -7 | -2 | 1 | 1 | 0 | 2 | 0 | 1 |
| C/C=C/c1ccc(OCCCN2C(=O)NC(C)(C)C2=O)c(OC)c1 | -0.3 | 9 | 2 | -6 | 3 | 19 | -5 | 0 | -3 | 7 |
| Cc1ccsc1/C=N/N1CCN(C2c3ccccc3-c3ccccc32)CC1 | -1.4 | -3 | 5 | -8 | 11 | -2 | 1 | -4 | 0 | -2 |
| O=C(NCC1CCCO1)c1cccc(S(=O)(=O)Nc2cccc(C(F)(F)F)c2)c1 (configuration not stated) | -0.6 | 6 | 3 | -7 | 0 | 1 | 15 | -1 | 2 | -4 |
| CC(C)c1[nH]nc2c1C(c1cccc(C(F)(F)F)c1)N(Cc1ccccc1)C2=O (configuration not stated) | 1.1 | -12 | · | 0 | 11 | 0 | 0 | 6 | -3 | 3 |
| COc1cccc(-c2nc(CS(=O)(=O)CC(=O)N3CCN(C)CC3)c(C)o2)c1 | -1.4 | 3 | 1 | 3 | 2 | 0 | 2 | -2 | 0 | 5 |
| CCOC(=O)N1CCC(NC(=O)CCc2cn(C)c3ccccc23)CC1 | 2.2 | -6 | 2 | -2 | -1 | 4 | -4 | 0 | 1 | 6 |
| CSc1ncccc1C(=O)Nc1cccc(S(=O)(=O)N2CCCCCC2)c1 | 0.5 | 3 | -12 | 0 | 11 | 1 | 6 | -1 | 1 | 0 |
| CC(=O)Nc1ccc(OCc2ccc(S(=O)(=O)Cc3ccccc3)cc2)cc1 | 0.7 | 3 | 6 | 4 | -4 | 2 | -1 | 4 | -3 | 0 |
| CC(C)(C)OC(=O)NCCCC[C@@H](C(=O)N1CCN(C(=O)OC(C)(C)C)CC1)n1cc(C(CO)NC(=O)OC(C)(C)C)nn1 (some centres not stated) | 1.2 | -2 | 1 | 1 | 2 | 1 | -8 | 0 | -2 | 1 |
| CCC(=O)Nc1ccc(S(=O)(=O)NCc2ccco2)cc1 | -1.9 | -3 | 5 | 4 | -3 | 5 | 0 | 0 | -1 | 2 |
| COC(=O)c1cc(S(=O)(=O)NCc2ccc(F)cc2)cn1C | 0.4 | 6 | 3 | -4 | -1 | -2 | 3 | -2 | 2 | 1 |
| Cc1cccc(C(=O)N2CCCC(c3nc(-c4ccc(F)cc4)no3)C2)c1 (configuration not stated) | -0.7 | -6 | -7 | -1 | -4 | 2 | -7 | -1 | -2 | 0 |
| COc1ccc(CCn2c(=N)c(C(=O)NC3CCCCC3)cc3c(=O)n4ccccc4nc32)cc1 | -1.2 | 4 | 5 | 2 | -3 | -4 | 5 | -1 | 2 | -8 |
| Cc1ccc(SCCC(=O)Nc2ccccc2C(=O)N2CCOCC2)cc1 | 0.2 | -2 | 3 | 7 | 2 | -3 | 9 | 0 | -1 | 2 |
| COc1ccc(CC(=O)Nc2ccccc2Oc2ccccc2)cc1 | -0.7 | 3 | · | -9 | 8 | 1 | -4 | -5 | 1 | 3 |
| COc1ccc(N2C(=O)CC(N3CCN(c4ccc(Cl)cc4)CC3)C2=O)cc1 (configuration not stated) | -1.8 | 9 | -4 | 0 | 3 | 0 | -2 | 2 | 2 | -1 |
| Cc1nc2ccccc2n1C1CC(=O)N(Cc2ccccc2)C1=O (configuration not stated) | 0.7 | 1 | 3 | 2 | 1 | -1 | -3 | 1 | -4 | 1 |
| COC(=O)C(C)NC(=O)c1cn(-c2ccccc2OC)c(=O)c2ccccc12 (configuration not stated) | -2.0 | -6 | -1 | 8 | 0 | 3 | -6 | 2 | -2 | 3 |
| CCOc1ccc(C2N(c3ccc(F)cc3)C(=O)C3CCCN32)cc1OC (configuration not stated) | 1.6 | -6 | 0 | -5 | 2 | 0 | 2 | -5 | -1 | 1 |
| COc1ccc(CNC(=O)[C@@H](NC(=O)C2CCN(C(=O)[C@@H](N)CC(C)C)CC2)C(C)C)cc1 | 0.9 | 3 | 1 | -3 | 0 | 1 | 2 | -2 | 1 | 0 |
| CSc1ccc(Cn2c(C)c(C(=O)NCc3cccc(C(F)(F)F)c3)sc2=O)cc1 | -1.5 | 6 | · | -15 | -10 | -1 | 3 | -2 | -2 | 4 |
| Cn1c(COc2ccc(Br)cc2)nnc1SC1CCc2ccccc2C1=O (configuration not stated) | 0.8 | 0 | -15 | 15 | 0 | 0 | 6 | 53* | 1 | 6 |
| N#CC(C(=O)O)=C1CCCC1 | -0.3 | 2 | -1 | 2 | -4 | -3 | 5 | 0 | -1 | 2 |
| Oc1c(C=C2N=c3ccccc3=N2)sc(=S)n1-c1ccccc1 | 0.2 | 4 | 4 | -6 | 3 | 1 | 3 | 2 | -1 | -3 |
| CCOC(=O)Cc1csc2nc(-c3ccccc3)nn12 | -1.7 | -1 | -1 | 4 | 3 | 1 | -1 | -1 | -8 | 3 |
| Cc1cccc(OCC(=O)N/N=C/c2ccc3c(c2)OCO3)c1 | -0.2 | 0 | -5 | 0 | 2 | -1 | -1 | 1 | -4 | -1 |

This is a subset. The share of hits here may be higher or lower than overall.
